Source: PubChem BioAssay
Bim-Bcl-W = inhibitors of Bim-Bcl-W interaction, human; AID 952; actives 0.02% (n = 190,000); inhibition, % at 10 µM; bead-based flow cytometry, Bim peptide-Bcl-W binding; Q92843;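 further: 0% = bound tracer without compound and 100% = peptide blocker; higher means less fluorescent Bim peptide bound to Bcl-W beads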
Target sequence (Q92843 whole entry, looked up): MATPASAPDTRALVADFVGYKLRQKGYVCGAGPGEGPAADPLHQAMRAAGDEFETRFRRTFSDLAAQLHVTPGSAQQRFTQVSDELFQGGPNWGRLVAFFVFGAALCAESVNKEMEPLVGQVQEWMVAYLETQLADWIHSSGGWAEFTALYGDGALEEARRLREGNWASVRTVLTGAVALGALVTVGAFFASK
ABCB1 block = inhibitors of human ABCB1 transporter, ABCG2 counter-screen; CCRF-Adr cells, JC-1 efflux, flow cytometry; AID 1326; actives 0.067% (n = 190,000); inhibition, % at 6.6 µM; in the data active means inhibition above about 40%;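 further: 0% = vehicle and 100% = reference inhibitor; higher value means more JC-1 retained so stronger ABCB1 efflux block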
Bcl-B Bim block = disrupts Bim peptide binding to human Bcl-B; Q9HD36; inhibition, % at 10 µM; bead-based flow cytometry; actives 0.073% (n = 190,000);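 further: 0% = tracer peptide without compound and 100% = reference inhibitor peptide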
Target sequence (Q9HD36 whole entry, looked up): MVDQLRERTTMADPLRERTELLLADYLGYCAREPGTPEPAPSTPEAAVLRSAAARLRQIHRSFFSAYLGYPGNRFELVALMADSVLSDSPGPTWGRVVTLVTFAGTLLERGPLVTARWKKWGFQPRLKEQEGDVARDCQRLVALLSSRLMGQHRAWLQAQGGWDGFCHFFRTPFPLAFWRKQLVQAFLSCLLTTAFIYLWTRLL
RGS4-Gao reg = human RGS4-Galphao interaction regulation; P09471; Multiplexed bead flow cytometry, RGS4-Galphao binding; actives lie on both sides; binding response (% of control), % at 10 µM; actives 0.33% (n = 220,000); in the data active means binding response below about 49% or above about 150%; inactive means in between;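 further: fluorescent Galphao activated with aluminum fluoride binding bead-coupled RGS4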
Target sequence (P09471 whole entry, looked up): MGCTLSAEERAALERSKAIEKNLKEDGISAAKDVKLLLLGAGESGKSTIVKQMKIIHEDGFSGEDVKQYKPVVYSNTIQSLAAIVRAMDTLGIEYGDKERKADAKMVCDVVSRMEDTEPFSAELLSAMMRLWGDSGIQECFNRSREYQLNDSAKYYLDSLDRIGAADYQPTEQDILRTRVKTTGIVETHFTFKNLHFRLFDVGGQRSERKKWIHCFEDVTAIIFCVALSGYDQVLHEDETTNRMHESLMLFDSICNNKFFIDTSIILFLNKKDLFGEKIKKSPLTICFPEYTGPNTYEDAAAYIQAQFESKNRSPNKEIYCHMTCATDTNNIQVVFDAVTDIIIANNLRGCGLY
Bim-Bfl-1 = inhibitors of Bim-Bfl-1 interaction, human. AID 1008. actives 0.12% (n = 190,000). Q16548. Bead-based flow cytometry, Bim-Bfl-1 binding inhibition. inhibition, % at 10 µM;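 further: 0% = wells without compound plus tracer and 100% = blocker peptide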
Bcl-2 Bim block = human Bim-Bcl-2 interaction inhibition; P10415; Bead-based flow cytometry, Bim peptide-Bcl-2 binding; inhibition, % at 10 µM; actives 0.06% (n = 190,000); in the data active means inhibition above about 40%; inconclusive means no clear call, values can overlap the other calls;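 further: 0% = no compound wells with probe peptide and 100% = reference peptide inhibitor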
Target sequence (P10415 whole entry, looked up): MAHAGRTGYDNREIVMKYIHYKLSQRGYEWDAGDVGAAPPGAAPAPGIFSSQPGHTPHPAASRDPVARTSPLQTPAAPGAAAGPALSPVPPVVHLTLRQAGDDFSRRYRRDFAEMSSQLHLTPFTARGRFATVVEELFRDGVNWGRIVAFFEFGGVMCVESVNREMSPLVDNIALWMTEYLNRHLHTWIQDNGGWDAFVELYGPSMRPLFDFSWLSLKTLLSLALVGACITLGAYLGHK
RGS8-Gao = human RGS8-Galphao interaction regulation | response (percent of control binding), % at 10 µM | AID 1423 | P09471 | actives 0.34% (n = 220,000) | multiplexed bead flow cytometry, RGS8-Galphao binding; actives lie on both sides; in the data active means response below about 60% or above about 140%; inactive means in between;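 further: Galphao activated as the GDP aluminium fluoride complex binding bead-coupled RGS8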
Bim-Mcl-1 = inhibitors of Bim-Mcl-1 interaction, human; Bead-based flow cytometry, Bim peptide-Mcl-1 binding; Q07820; actives 0.1% (n = 190,000); inhibition, % at 10 µM;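 further: 0% = no compound tracer wells and 100% = peptide blocker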
ABCG2 block = blocks JC-1 efflux by human ABCG2 transporter | Q9UNQ0 | IgMXP3 cells, flow cytometry | inhibition, % at 6.6 µM | actives 0.1% (n = 190,000);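 active means inhibition above 80%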;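 further: 0% = DMSO and 100% = nicardipine control wells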
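Test system: IgMXP3 (ABCG2) plus far-red-tagged CCRF-Adr (ABCB1) cells / Amount: 3 million cells/mL in well / Reagent: JC-1 transporter substrate / Timing: 10 min compound exposure, 25 °C / Signal: flow cytometry, 530 nm JC-1 signal / Read-out: percent efflux inhibition, scaled nicardipine 100% to DMSO 0% / Benchmarks: nicardipine as high control, DMSO as low control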
Bcl-XL Bim block = disrupts Bim peptide binding to human Bcl-XL; bead flow cytometry, fluorescence; inhibition, % at 10 µM; actives 0.04% (n = 190,000); Q07817
RGS7-Gao = human RGS7-Galphao interaction regulation. Multiplexed bead flow cytometry, RGS7-Galphao binding; actives lie on both sides. binding response (% of control), % at 10 µM. actives 0.35% (n = 220,000). P09471; in the data active means binding response below about 49% or above about 150%; inconclusive means no clear call, values can overlap the other calls; inactive means in between;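 further: fluorescent Galphao held in activated GDP-AlF4 state binding bead-coupled RGS7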
An asterisk follows results filed as active; ? = inconclusive; · = no result given. Unless noted, no stated cut-off is given here; in the data, active means inhibition above about 40%. Random draw from the library, and some 0.94% of all compounds hit somewhere here.

SMILES	Bim-Bcl-W	ABCB1 block	Bcl-B Bim block	RGS4-Gao reg	Bim-Bfl-1	Bcl-2 Bim block	RGS8-Gao	Bim-Mcl-1	ABCG2 block	Bcl-XL Bim block	RGS7-Gao
Cc1nc2ccc(NC(=O)N3CCOCC3)cc2nc1C	0	0.1	9	101	3	3	113	-2	0	2	102
O=C1c2cccc3cccc(c23)C(=O)N1c1ccccn1	3	0.9	-1	98	0	1	102	0	9	-1	97
CCOC(=O)c1ccc(NC(=O)C2CC2)cc1	1	0.3	-4	101	-3	0	102	4	4	-1	100
CC(=O)Nc1ccc(-c2cc3ccccc3o2)cc1	-3	0.4	0	100	0	0	98	-2	4	-3	99
CCOC(=O)C1CCCN(Cc2cc(OC)c(O)c(OC)c2)C1 (stereo unspecified)	-1	1.0	-8	101	-13	-12	102	-3	2	-5	95
CCOC(=O)C(NC(C)=O)(Nc1ccc(S(=O)(=O)Nc2nccs2)cc1)C(F)(F)F (stereo unspecified)	2	0.1	0	107	-5	3	103	5	0	-3	105
c1ccc2c(Nc3nc(N4CCOCC4)c4ccccc4n3)cccc2c1	-3	1.9	-5	102	0	3	98	0	28	-3	103
O=c1nc(NCc2ccccc2Cl)cn[nH]1	3	0.0	-9	103	-11	-8	105	0	-1	-1	103
CCC(=O)Nc1cccc(C(=O)/C=C/c2cccs2)c1	0	1.2	1	98	4	1	90	3	12	-3	94
N#Cc1c2n(c3c(=S)nc[nH]c13)CCCCC2	1	-5.5	-1	92	0	1	99	2	0	0	97
Cc1ccccc1-n1nnnc1SCC(C)C	-5	0.7	3	100	2	1	101	-4	5	-3	?
Cc1ccc(CSc2nnc3nc(C)cc(C)n23)cc1	1	1.0	-6	100	-10	-9	99	-1	7	-3	97
COc1ccc(CN2C(=O)CN(C3CCCCCC3)C(=O)C2c2ccc(F)cc2)cc1 (stereo unspecified)	-5	3.1	0	103	-2	-2	100	-5	4	-2	106
CS(=O)(=O)n1nc(-c2ccc(Cl)cc2)nc1SCc1ccccc1	2	0.6	-6	104	-15	-7	100	-1	4	-3	99
COc1cccc(/C=N/NC(=O)CNC(=O)C2COc3ccccc3O2)c1O (stereo unspecified)	-2	0.0	0	94	0	-3	96	-4	8	-4	96
Cc1cc2nc(CCN(C(=S)NCC(C)C)C3CCCC3)[nH]c2cc1C	1	0.8	-9	102	-14	-9	102	0	5	-2	102
Cc1noc(NS(=O)(=O)c2ccc(N/C=C\C(=O)c3ccc(Br)cc3)cc2)c1C	0	-0.7	-1	101	-8	0	103	0	-1	-3	100
N#Cc1c(-c2ccc(Br)cc2)nc2n(c1=O)CCCS2	-3	0.5	-3	104	-3	0	105	-1	4	0	105
CC(C)CN(C(=O)c1ccc(=O)n(C)n1)c1nc2ccccc2s1	0	0.3	-1	93	1	-2	94	-2	1	0	91
COC(=O)c1cc(NC(=O)Nc2cc(OC)ccc2OC)cc(C(=O)OC)c1	2	2.7	-27	99	-15	-19	100	-72	16	7	98
O=C(Nc1ccccc1)C1(c2ccccc2)CC1(Cl)Cl (stereo unspecified)	-1	0.7	-5	92	2	1	99	-1	15	-2	96
CCn1c(CNC(=O)c2ccco2)nnc1SCC(=O)Nc1cc(C)c(C)cc1Br	-2	-0.4	-6	104	-19	-12	104	-6	11	-12	104
CC(NC(=O)C1CCN(S(=O)(=O)c2cc([N+](=O)[O-])ccc2Cl)CC1)c1ccccc1 (stereo unspecified)	-2	1.6	-6	104	-1	-3	103	-4	13	-4	102
COc1cc(/C=C/C(=O)c2ccc(Cl)s2)cc(OC)c1O	2	0.3	-12	91	0	-3	97	0	2	4	89
Cc1ccc2cc(C)c(NCCO)nc2c1	-3	0.2	-3	122	-2	-6	126	-4	2	-3	109
COc1ccc(-n2c(C)cc(/C=C3\C(=O)NN(c4ccccc4)C3=O)c2C)cc1	-5	0.3	-11	98	-14	-6	100	-5	-2	-8	95
COc1cccc(C2C(C(=O)c3cc4ccccc4o3)=C(O)C(=O)N2c2cc(C)on2)c1OC (stereo unspecified)	-5	0.4	-1	99	-4	-4	100	-4	1	-2	102
Cc1ccc(Nc2cccccc2=O)cc1	-4	-0.7	-10	97	-21	-11	98	-5	18	-7	96
COc1ccc(NC(=S)N2CCN(C/C=C/c3ccccc3)CC2)cc1	-2	-0.2	-5	99	-4	-6	101	0	-2	-5	97
O=c1oc(-c2cccs2)nc2ccc(Br)cc12	-3	0.0	-3	98	-1	2	102	-2	2	-3	96
CCOC(=O)c1c(C(C)(C)C)oc2ccc(O)cc12	-6	0.8	0	104	-4	-4	100	-4	3	-3	109
COc1ccc(S(=O)(=O)Nc2ccc(S(=O)(=O)N3CCCCC3)cc2)cc1	-2	0.3	-3	84	0	-3	95	-1	0	-1	89
COc1ccc(-c2cc(C(=O)NCCCn3ccnc3)no2)cc1OC	-1	0.3	-6	103	-12	-8	101	-2	4	-4	105
CC(=O)c1ccc(NC(=O)COC(=O)c2ccccc2Nc2ccccc2)cc1	-4	-0.8	0	99	-1	-3	109	-6	-5	-5	92
CCCN(CCO)Cc1ccc2ccccc2c1	1	0.6	-7	106	-6	-4	102	-2	1	-14	106
CCOC(=O)CCc1c(C)c(C#N)c2[nH]c3ccccc3n2c1=O	1	-0.4	1	104	2	-1	103	-1	-1	0	105
O=C(CN1CCN(Cc2ccccc2)CC1)N/N=C/C=C/c1ccco1	-4	0.4	-8	100	-3	-5	100	-7	4	-6	99
Cc1cc(=O)[nH]c(SCC(=O)NCCc2ccccc2)n1	6	-0.3	-4	106	-14	-3	103	0	0	0	99
CCC(C)/C(C)=N/NC(=O)CSc1nc2ccccc2[nH]1 (stereo unspecified)	-1	0.4	-4	97	-5	-2	100	-1	1	0	?
CC(C)CNC(=O)CN(c1cccc(Cl)c1)S(C)(=O)=O	-1	0.3	-5	94	-5	-4	98	0	2	1	99

Of the compounds above, these contain a cyano group:
SMILES	Bim-Bcl-W	ABCB1 block	Bcl-B Bim block	RGS4-Gao reg	Bim-Bfl-1	Bcl-2 Bim block	RGS8-Gao	Bim-Mcl-1	ABCG2 block	Bcl-XL Bim block	RGS7-Gao
N#Cc1c2n(c3c(=S)nc[nH]c13)CCCCC2	1	-5.5	-1	92	0	1	99	2	0	0	97
N#Cc1c(-c2ccc(Br)cc2)nc2n(c1=O)CCCS2	-3	0.5	-3	104	-3	0	105	-1	4	0	105
CCOC(=O)CCc1c(C)c(C#N)c2[nH]c3ccccc3n2c1=O	1	-0.4	1	104	2	-1	103	-1	-1	0	105

New compounds follow
SMILES	Bim-Bcl-W	ABCB1 block	Bcl-B Bim block	RGS4-Gao reg	Bim-Bfl-1	Bcl-2 Bim block	RGS8-Gao	Bim-Mcl-1	ABCG2 block	Bcl-XL Bim block	RGS7-Gao
CC(=O)c1cccc(NC(=O)CCCOc2ccc(C)cc2)c1	0	-9.9	-6	84	-1	-4	88	-3	4	-4	103
COc1ccc(-c2csc(NC(=O)C3CC(=O)N(c4ccc5c(c4)OCCO5)C3)n2)cc1 (stereo unspecified)	-8	1.6	-10	94	-12	-7	96	-3	9	-10	97
O=C1C2CCCN2C(c2cccs2)N1c1ccc(Cl)cc1 (stereo unspecified)	-2	0.2	-9	100	-24	-5	103	-6	4	-2	100
CCCn1cc(NC(=O)c2cc(-c3ccccc3)on2)cn1	-1	1.2	3	99	1	3	97	0	6	-4	103
COc1cccc2c(=O)c3c(cnn3C)n(C)c12	-1	0.0	2	100	-3	0	99	2	1	0	103
O=C(NC1CCS(=O)(=O)C1)c1ccc(S(=O)(=O)N2CCCCC2)cc1 (stereo unspecified)	-2	0.8	-4	96	-6	-2	96	-1	7	-2	94
Cc1cc(CNC(=O)CC2C(=O)NCCN2Cc2ccccc2C(F)(F)F)nn1C (stereo unspecified)	-1	0.5	-3	91	-3	-1	96	0	1	0	91
COc1ccc2c(c1)C(=O)N(c1ccc(C)cc1)C(=O)C2	0	1.5	0	98	-2	-2	102	-3	2	-1	102
COc1ccc(-n2c(COc3cccc4ccccc34)nnc2SCC(=O)NCc2ccco2)cc1	0	-0.5	-9	102	-12	-8	99	-4	-1	-17	103
Cc1c(NS(=O)(=O)c2ccc(Br)s2)c(=O)n(-c2ccccc2)n1C	0	0.1	0	99	0	0	101	0	1	0	100
COc1ccc(OCc2nc3ccccc3[nH]2)cc1	1	·	-5	103	-15	2	100	4	·	0	96
CCOC(=O)Cc1cc(=O)n2[nH]c(C)c(-c3ccccc3)c2n1	-2	0.2	0	101	-2	-1	103	-2	1	0	101
Cc1ccc(CN2C(=O)CCC2(C)C(=O)NCc2cccnc2)cc1 (stereo unspecified)	0	0.3	-11	101	-15	-14	102	-2	2	-5	100
O=C1OCCC1Sc1nc2ccccc2s1 (stereo unspecified)	-2	-1.2	-13	105	-11	-9	101	-1	13	-5	104
COCCOc1ccc(C(F)(F)F)cc1NC(=O)c1ccccc1	-3	1.3	-7	95	-7	-6	97	-3	70	-7	95
O=[N+]([O-])C1=C(Nc2cccc3ccccc23)CS(=O)(=O)C1	2	-0.3	-6	101	-10	-8	101	-3	4	2	101
O=c1cc2c(nn1Cc1ccc(Cl)cc1)-c1ccccc1CC2	-6	1.4	-13	99	-24	-19	99	-8	35	-13	98
COc1ccc(CC(=O)c2cc(OC)c(OC)cc2CC(=O)O)cc1OC	-3	0.4	-7	96	0	2	99	0	4	-3	95
Oc1ccc(CN2CCN(c3ccccc3)CC2)c2cccnc12	-9	0.3	-23	97	13	-6	98	-12	0	-8	94
Cc1ccc(/C=C2/SC(=O)NC2=S)o1	-4	-1.1	1	101	10	3	91	0	-3	0	100

2 entries picked at random from those above, as already listed:
SMILES	Bim-Bcl-W	ABCB1 block	Bcl-B Bim block	RGS4-Gao reg	Bim-Bfl-1	Bcl-2 Bim block	RGS8-Gao	Bim-Mcl-1	ABCG2 block	Bcl-XL Bim block	RGS7-Gao
Cc1ccc(CN2C(=O)CCC2(C)C(=O)NCc2cccnc2)cc1 (stereo unspecified)	0	0.3	-11	101	-15	-14	102	-2	2	-5	100
CC(=O)c1cccc(NC(=O)CCCOc2ccc(C)cc2)c1	0	-9.9	-6	84	-1	-4	88	-3	4	-4	103

Continued.
SMILES	Bim-Bcl-W	ABCB1 block	Bcl-B Bim block	RGS4-Gao reg	Bim-Bfl-1	Bcl-2 Bim block	RGS8-Gao	Bim-Mcl-1	ABCG2 block	Bcl-XL Bim block	RGS7-Gao
COC(=O)c1oc2ccc(Br)cc2c1NC(=O)CCN1CCOCC1	1	0.2	-3	105	-8	-6	101	2	2	-1	101
CCOC(=O)N1CCN(c2c(NCCCN(CC)CC)c(=O)c2=O)CC1	-1	0.0	-2	99	-3	0	102	-4	1	-3	98
Cc1ccc(-n2cc(C(=O)c3cc(Cl)ccc3O)cc(C#N)c2=O)cc1	-2	0.9	-3	96	0	0	99	-2	3	-3	96
COc1ccc2c(c1)C(=O)[C@@H](OC(=O)NCc1ccc3c(c1)OCO3)[C@H](c1ccc(OC)c(Br)c1)O2	0	0.3	-2	102	1	0	99	-3	0	-3	102
CC(C)(C)NC(=O)C[n+]1ccc(C(N)=O)cc1	-2	0.7	-2	96	-2	2	98	0	3	0	95
CCOC(=O)N1CCC(NC(=O)c2cc(C(=O)NCC(OC)OC)ccc2CO)CC1	-4	-0.2	-6	98	-13	-9	103	-2	-1	-16	98
Cc1cc2ccccc2n1CCNC(=O)C1CCCCC1	0	0.1	-5	103	-8	-6	106	-3	2	-4	104
CC(C)c1nc(C(=O)N2CCc3c([nH]c4ccccc34)C2c2ccccn2)cs1 (stereo unspecified)	1	0.5	0	97	0	0	95	5	4	3	101
